SUMO HTRF inh: blocks human SUMOylation mediated by UBC9; P63279; HTRF SUMOylation assay, SAE1/SAE2 + UBC9, in vitro; inhibition, % at 35 µM; actives 0.36% (n = 290,000); in the data active = inhibition above about 50%, passing the limit was not always enough; note: strong numbers were not always called active
Target sequence (P63279 whole entry, looked up): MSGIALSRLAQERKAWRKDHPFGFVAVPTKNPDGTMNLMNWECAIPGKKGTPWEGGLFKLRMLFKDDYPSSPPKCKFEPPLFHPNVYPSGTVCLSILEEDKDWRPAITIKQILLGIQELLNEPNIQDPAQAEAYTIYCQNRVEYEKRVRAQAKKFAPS
NS3 helicase inh: inhibitors of Hepatitis C virus NS3 helicase | inhibition, % at 10.9 µM | actives 0.56% (n = 290,000) | NS3 helicase DNA unwinding, Cy5 molecular beacon fluorescence;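 active = inhibition above the mean of all tested compounds plus 3 SD, set per campaign, cut at about 35% in these data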;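 note: 0% = DMSO wells and 100% = thioflavine S control wells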
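Compound dosing – single dose, 10.9 µM nominal final, DMSO 0.8% final · System – NS3 helicase fragment of HCV · Buffer or medium – MOPS pH 6.5, MgCl2, DTT, Tween20, BSA · Signal – Cy5 beacon fluorescence read at start and 1 h · Also added – annealed dual-labelled DNA beacon duplex, ATP-started · Schedule – 1 h at 25 °C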
IDE cell activ: IDE (human) activation, cell-based | HEK cells, FAbeta-B cleavage, fluorescence polarization; 0% vehicle, 100% cell-free pure enzyme wells | actives 0.073% (n = 340,000) | activation, % at 5.96 µM;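 active = activation above the mean of all tested compounds plus 3 SD, set per screening campaign, cut at about 17% in these data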
MEKK3 PB1 HTS: raises or lowers MEK5 binding to the human MEKK3 PB1 domain; Q99759; actives 1.4% (n = 290,000); bead-based flow cytometry, Alexa488-MEK5 binding to MEKK3; actives lie on both sides; 0 = blocked by unlabeled MEK5, 100 = vehicle; binding response (% of control), % at 10 µM;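 active = binding response more than 3 SD above or below the average of its plate-row segment, actives on both sides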;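 note: Alexa488 bead fluorescence after subtracting the streptavidin-only scavenger bead signal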
Target sequence (Q99759 whole entry, looked up, the tested form may be a part): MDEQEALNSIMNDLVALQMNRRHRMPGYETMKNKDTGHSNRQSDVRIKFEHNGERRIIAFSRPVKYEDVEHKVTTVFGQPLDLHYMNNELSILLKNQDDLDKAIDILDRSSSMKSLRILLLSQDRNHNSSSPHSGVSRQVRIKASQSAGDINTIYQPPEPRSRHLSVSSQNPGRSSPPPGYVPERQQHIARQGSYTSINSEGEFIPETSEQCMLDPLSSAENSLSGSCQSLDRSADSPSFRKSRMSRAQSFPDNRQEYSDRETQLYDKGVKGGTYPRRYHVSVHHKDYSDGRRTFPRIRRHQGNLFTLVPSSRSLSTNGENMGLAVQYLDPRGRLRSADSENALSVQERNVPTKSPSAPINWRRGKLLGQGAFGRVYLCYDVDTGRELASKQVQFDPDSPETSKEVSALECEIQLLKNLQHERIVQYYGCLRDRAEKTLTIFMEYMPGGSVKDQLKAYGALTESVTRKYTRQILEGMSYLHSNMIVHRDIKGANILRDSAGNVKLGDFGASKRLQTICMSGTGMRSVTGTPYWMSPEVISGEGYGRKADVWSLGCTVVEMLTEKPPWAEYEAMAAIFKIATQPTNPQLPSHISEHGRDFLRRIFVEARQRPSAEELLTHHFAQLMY
DNA FID counter: displaces DNA intercalator in HCV helicase counter-screen; DNA fluorescent intercalator displacement, fluorescence; inhibition, % at 7.9 µM; actives 0.17% (n = 290,000); in the data active = inhibition above about 37%;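 note: 0% = vehicle and 100% = reference compound; higher means more ethidium bromide displaced from hairpin DNA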
VIM-2 inhibitor: inhibitors of Pseudomonas aeruginosa VIM-2 metallo-beta-lactamase. purified VIM-2, nitrocefin hydrolysis, epi-absorbance fluorescence. inhibition, % at 5.6 µM. actives 0.89% (n = 290,000);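 active = inhibition above the mean of all tested compounds plus 3 SD, cutoff set per screening run, cut at about 7.5% in these data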;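 note: red hydrolysis product quenches plate fluorescence so inhibitors raise well fluorescence; 0% = enzyme with DMSO and 100% = DMSO without enzyme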
pCIP destab: compounds decreasing mouse p/CIP protein stability; F442A p/CIP-EGFP cells, EGFP fluorescence, 16 h; decrease of EGFP signal, % at 10 µM; actives 0.01% (n = 290,000);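 active = EGFP signal decrease of at least 30% at 10 µM or well 3 SD below plate mean, unless failing retest; inactive = the rest, including hits failing retest or dose response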; note: some compounds called inactive have numbers as strong as hits; many of its hits are not listed in these tables
PHOSPHO1 block: PHOSPHO1 (human) inhibition. actives 1.1% (n = 290,000). AID 1565. Q8TCT1. inhibition, % at 13.3 µM. recombinant PHOSPHO1, absorbance phosphatase assay; in the data active = inhibition above about 60%
Target sequence (Q8TCT1 whole entry, looked up): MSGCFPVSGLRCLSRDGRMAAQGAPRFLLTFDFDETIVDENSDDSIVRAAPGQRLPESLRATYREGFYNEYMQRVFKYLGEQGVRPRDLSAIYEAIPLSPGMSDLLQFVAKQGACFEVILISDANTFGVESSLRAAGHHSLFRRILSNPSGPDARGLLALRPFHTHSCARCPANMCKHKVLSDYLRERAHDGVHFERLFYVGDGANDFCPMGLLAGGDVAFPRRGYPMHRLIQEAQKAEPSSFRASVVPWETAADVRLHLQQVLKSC
IMP-1 inhibitor: blocks Pseudomonas aeruginosa IMP-1 metallo-beta-lactamase; purified IMP-1, nitrocefin hydrolysis, epi-absorbance fluorescence; AID 1556; inhibition, % at 5.6 µM; actives 0.45% (n = 290,000);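 active = inhibition above the mean plus 3 SD of all compounds in the same screening run, cut at about 4.5% in these data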;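 note: 0% = IMP-1 with DMSO and 100% = DMSO wells lacking enzyme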
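System: Purified IMP-1 | Read-out basis: Percent enzyme inhibition | Controls: IMP-1 with DMSO as 0%, enzyme-free DMSO as 100% | Replicates: One well per compound | Doses: 5.6 µM nominal single concentration | Detection: Epi-absorbance fluorescence, 480 nm excitation, 530 nm emission | Incubation: 25 °C, 15 min preincubation, 25 min reaction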
* = called active by the depositor. Not all compounds are listed, so the mix of outcomes need not match the whole.

How did COCCOC(=O)C1=C(C)NC(=O)NC1c1ccc(-c2ccc(F)cc2)o1 (configuration not stated) do in these assays?
SUMO HTRF inh: 8; NS3 helicase inh: 10; IDE cell activ: 1; MEKK3 PB1 HTS: 98; DNA FID counter: -22; VIM-2 inhibitor: 1.3; pCIP destab: 11; PHOSPHO1 block: 1; IMP-1 inhibitor: -1.7

Results for COCCNC(=O)c1ccc2c(c1)C(=O)c1ccccc1-2 ?
SUMO HTRF inh: 2; NS3 helicase inh: 3; IDE cell activ: -3; MEKK3 PB1 HTS: 108; DNA FID counter: -3; VIM-2 inhibitor: 4.9; pCIP destab: 0; PHOSPHO1 block: 27; IMP-1 inhibitor: -2.6

How did CC(=O)c1ccc(S(=O)(=O)Oc2ccc(-c3ccc(C(=O)O)cc3)cc2)cc1 do in these assays?
SUMO HTRF inh: 16; NS3 helicase inh: 12; IDE cell activ: -1; MEKK3 PB1 HTS: 96; DNA FID counter: -29; VIM-2 inhibitor: 0.2; pCIP destab: -16; PHOSPHO1 block: 31; IMP-1 inhibitor: -1.2

How did COc1ccccc1S(=O)(=O)N1CCC(C(=O)O)(c2ccccc2)CC1 do in these assays?
SUMO HTRF inh: 17; NS3 helicase inh: 8; IDE cell activ: 0; MEKK3 PB1 HTS: 103; DNA FID counter: -15; VIM-2 inhibitor: -1.7; pCIP destab: -17; PHOSPHO1 block: 19; IMP-1 inhibitor: -1.2

Results for COC(=O)CCN(C(C)=O)c1ccc(N)cc1 ?
SUMO HTRF inh: 3; NS3 helicase inh: -7; IDE cell activ: 2; MEKK3 PB1 HTS: 91; DNA FID counter: -2; VIM-2 inhibitor: -0.5; pCIP destab: -30; PHOSPHO1 block: 6; IMP-1 inhibitor: -3.2

What do the screens show for `CCC(Sc1nc(N)cc(=O)[nH]1)C(=O)Nc1cc(C)on1` (configuration not stated)?
SUMO HTRF inh: -21; NS3 helicase inh: 0; IDE cell activ: -1; MEKK3 PB1 HTS: 102; DNA FID counter: 0; VIM-2 inhibitor: -1.9; pCIP destab: 2; PHOSPHO1 block: 24; IMP-1 inhibitor: -2.6

How did COC(=O)c1ccc(Cn2nc([N+](=O)[O-])c(Br)c2C)cc1 do in these assays?
SUMO HTRF inh: -8; NS3 helicase inh: -7; IDE cell activ: 1; MEKK3 PB1 HTS: 103; DNA FID counter: 2; VIM-2 inhibitor: -2.5; pCIP destab: 6; PHOSPHO1 block: 37; IMP-1 inhibitor: -2.4

Results for Cc1ccc(CNc2nc3ccccc3n2C)o1 ?
SUMO HTRF inh: -4; NS3 helicase inh: -7; IDE cell activ: 3; MEKK3 PB1 HTS: 94; DNA FID counter: 0; VIM-2 inhibitor: -0.2; pCIP destab: 3; PHOSPHO1 block: 29; IMP-1 inhibitor: -1.4

How did Cc1cccc(NC(=O)CSc2nnc(-c3ccccc3)n2N)c1 do in these assays?
SUMO HTRF inh: 3; NS3 helicase inh: -4; IDE cell activ: -2; MEKK3 PB1 HTS: 98; DNA FID counter: -6; VIM-2 inhibitor: -3.0; pCIP destab: 2; PHOSPHO1 block: 15; IMP-1 inhibitor: -4.2

Results for CO/N=C/C(=N\Nc1cc(OC)cc(OC)c1)C(=O)c1ccccc1 ?
SUMO HTRF inh: -2; NS3 helicase inh: -5; IDE cell activ: 6; MEKK3 PB1 HTS: 99; DNA FID counter: 5; VIM-2 inhibitor: -3.6; pCIP destab: -6; PHOSPHO1 block: 24; IMP-1 inhibitor: -1.8

How did COc1ccc(S(=O)(=O)NC2CC(C)(C)NC(C)(C)C2)c2ccccc12 do in these assays?
SUMO HTRF inh: 12; NS3 helicase inh: 6; IDE cell activ: 6; MEKK3 PB1 HTS: 101; DNA FID counter: 24; VIM-2 inhibitor: -1.0; pCIP destab: 0; PHOSPHO1 block: 33; IMP-1 inhibitor: -1.9

How did CCN(CC)S(=O)(=O)c1ccc(F)c(C(=O)OC2CC(C)OC2=O)c1 (configuration not stated) do in these assays?
SUMO HTRF inh: 0; NS3 helicase inh: -1; IDE cell activ: 1; MEKK3 PB1 HTS: 104; DNA FID counter: -13; VIM-2 inhibitor: -5.8; pCIP destab: -12; PHOSPHO1 block: 19; IMP-1 inhibitor: -3.2

How did CC(/C=N/NC(=O)c1nnn(-c2nonc2N)c1CN1CCCCC1)=C\c1ccccc1 do in these assays?
SUMO HTRF inh: -5; NS3 helicase inh: -33; IDE cell activ: -6; MEKK3 PB1 HTS: 98; DNA FID counter: -15; VIM-2 inhibitor: -0.8; pCIP destab: -13; PHOSPHO1 block: 8; IMP-1 inhibitor: -0.9

How did Cc1ccc(NC(=O)c2ccc(Nc3c([N+](=O)[O-])cc([N+](=O)[O-])cc3[N+](=O)[O-])cc2)cc1 do in these assays?
SUMO HTRF inh: 2; NS3 helicase inh: 10; IDE cell activ: -3; MEKK3 PB1 HTS: 107; DNA FID counter: 6; VIM-2 inhibitor: -2.7; pCIP destab: -8; PHOSPHO1 block: -2; IMP-1 inhibitor: -1.8

What do the screens show for `O=C(O)c1ccccc1NC1CCCCC1NS(=O)(=O)c1ccccc1` (configuration not stated)?
SUMO HTRF inh: -16; NS3 helicase inh: 2; IDE cell activ: 5; MEKK3 PB1 HTS: 98; DNA FID counter: -18; VIM-2 inhibitor: 3.5; pCIP destab: -7; PHOSPHO1 block: 12; IMP-1 inhibitor: -1.0

What do the screens show for `CN(C)c1ccc(/C=N/NC(=O)c2ccccc2)cc1`?
SUMO HTRF inh: 1; NS3 helicase inh: -4; IDE cell activ: -2; MEKK3 PB1 HTS: 92; DNA FID counter: -1; VIM-2 inhibitor: -0.7; pCIP destab: -10; PHOSPHO1 block: -3; IMP-1 inhibitor: -1.7

Results for O=C(c1ccco1)N1CCN(c2ccc([N+](=O)[O-])c(N3CCOCC3)c2)CC1 ?
SUMO HTRF inh: 14; NS3 helicase inh: -3; IDE cell activ: 4; MEKK3 PB1 HTS: 96; DNA FID counter: -9; VIM-2 inhibitor: -3.9; pCIP destab: -8; PHOSPHO1 block: 32; IMP-1 inhibitor: -3.6

Results for CCOC(=O)c1ccc(NC(=S)N2CCN(CCN=CC3=C(O)CC(C)(C)CC3=O)CC2)cc1 ?
SUMO HTRF inh: 11; NS3 helicase inh: -9; IDE cell activ: 3; MEKK3 PB1 HTS: 74; DNA FID counter: -19; VIM-2 inhibitor: -1.9; pCIP destab: 1; PHOSPHO1 block: 32; IMP-1 inhibitor: -0.5

What do the screens show for `Cc1nc(Cl)cc(N/N=C/c2ccccc2)n1`?
SUMO HTRF inh: 1; NS3 helicase inh: -10; IDE cell activ: -2; MEKK3 PB1 HTS: 104; DNA FID counter: 0; VIM-2 inhibitor: -2.5; pCIP destab: 2; PHOSPHO1 block: 29; IMP-1 inhibitor: -3.5

What do the screens show for `FC(F)Oc1ccc(-n2cc(-c3ccccc3)[n+]3c2CCCCC3)cc1`?
SUMO HTRF inh: -11; NS3 helicase inh: 12; IDE cell activ: 1; MEKK3 PB1 HTS: 99; DNA FID counter: 8; VIM-2 inhibitor: -3.0; pCIP destab: -21; PHOSPHO1 block: 33; IMP-1 inhibitor: -2.9

Results for COc1ccc(C(=O)Nc2nnc(CC(=O)N/N=C/c3ccc(O)cc3O)s2)cc1 ?
SUMO HTRF inh: 46; NS3 helicase inh: -6; IDE cell activ: -31; MEKK3 PB1 HTS: 105; DNA FID counter: -8; VIM-2 inhibitor: 3.0; pCIP destab: -37; PHOSPHO1 block: 23; IMP-1 inhibitor: 2.2

What do the screens show for `CN(C)C1(CNC(=S)Nc2ccccc2C(F)(F)F)CCCCC1`?
SUMO HTRF inh: -2; NS3 helicase inh: -3; IDE cell activ: -2; MEKK3 PB1 HTS: 104; DNA FID counter: 8; VIM-2 inhibitor: -1.3; pCIP destab: 1; PHOSPHO1 block: -10; IMP-1 inhibitor: -2.3

What do the screens show for `Cc1ccc(N(CC(=O)NCc2ccccn2)S(=O)(=O)c2ccccc2)cc1C`?
SUMO HTRF inh: -1; NS3 helicase inh: 8; IDE cell activ: 6; MEKK3 PB1 HTS: 99; DNA FID counter: -38; VIM-2 inhibitor: -4.8; pCIP destab: -15; PHOSPHO1 block: -6; IMP-1 inhibitor: -4.4

What do the screens show for `N#Cc1c2c(c(-c3ccccc3Cl)[nH]c1=S)CCCC2`?
SUMO HTRF inh: 16; NS3 helicase inh: -1; IDE cell activ: -16; MEKK3 PB1 HTS: 89; DNA FID counter: -10; VIM-2 inhibitor: -0.1; pCIP destab: -1; PHOSPHO1 block: -4; IMP-1 inhibitor: 0.1

What do the screens show for `O=S1(=O)CC(NCc2ccccc2)C(Nc2ccccc2)C1` (configuration not stated)?
SUMO HTRF inh: 4; NS3 helicase inh: -1; IDE cell activ: -5; MEKK3 PB1 HTS: 99; DNA FID counter: -1; VIM-2 inhibitor: 1.1; pCIP destab: 2; PHOSPHO1 block: -6; IMP-1 inhibitor: -1.4

How did CCN1C(=O)CSC1=NC1C2CC3CC(C2)CC1C3 (configuration not stated) do in these assays?
SUMO HTRF inh: -32; NS3 helicase inh: 2; IDE cell activ: 3; MEKK3 PB1 HTS: 108; DNA FID counter: 2; VIM-2 inhibitor: -3.5; pCIP destab: -2; PHOSPHO1 block: 9; IMP-1 inhibitor: -2.4

How did Fc1ccc(COc2ccc(Br)cc2CNCC2CCCO2)cc1 (configuration not stated) do in these assays?
SUMO HTRF inh: -1; NS3 helicase inh: -12; IDE cell activ: 1; MEKK3 PB1 HTS: 110; DNA FID counter: 18; VIM-2 inhibitor: -1.2; pCIP destab: -8; PHOSPHO1 block: -17; IMP-1 inhibitor: -0.8

Results for O=C(NNC(=O)c1cc2ccccc2cc1O)NC1CCCCC1 ?
SUMO HTRF inh: -4; NS3 helicase inh: 7; IDE cell activ: 3; MEKK3 PB1 HTS: 103; DNA FID counter: -26; VIM-2 inhibitor: -7.4; pCIP destab: 4; PHOSPHO1 block: 31; IMP-1 inhibitor: -1.8

How did O=C(NCCN1CCCCC1)Nc1cccc(C(F)(F)F)c1 do in these assays?
SUMO HTRF inh: 3; NS3 helicase inh: 5; IDE cell activ: -7; MEKK3 PB1 HTS: 103; DNA FID counter: 4; VIM-2 inhibitor: -1.6; pCIP destab: 3; PHOSPHO1 block: 29; IMP-1 inhibitor: -2.3

How did C=CCNc1nc(-c2ccccc2)c(C(=O)OCC)cc1C#N do in these assays?
SUMO HTRF inh: -18; NS3 helicase inh: -3; IDE cell activ: -3; MEKK3 PB1 HTS: 97; DNA FID counter: -20; VIM-2 inhibitor: -2.8; pCIP destab: 1; PHOSPHO1 block: 42; IMP-1 inhibitor: -1.9

How did Cc1nc2cc3c(cc2c(C)c1C(=O)OC(C)C)OCO3 do in these assays?
SUMO HTRF inh: 15; NS3 helicase inh: -3; IDE cell activ: -2; MEKK3 PB1 HTS: 101; DNA FID counter: -9; VIM-2 inhibitor: -0.8; pCIP destab: -16; PHOSPHO1 block: -37; IMP-1 inhibitor: -2.8
